High-throughput results (PubChem BioAssay)
PGC1a acetyl inh: lowers PGC1a acetylation signal in U2OS cells; AlphaScreen anti-acetyl-lysine; with virally co-expressed GCN5 acetyltransferase; inhibition, % at 15.6 µM; hit rate 0.17% among 350,000;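 active = every replicate shows inhibition of at least 40%; inconclusive = mean inhibition at least 40% but some replicate below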;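 note: 0% = neutral control wells and 100% = positive control wells; some results beyond the cut were filed as inactive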
FN deposit inh: fibronectin deposition inhibition; AH1F fibroblasts, Alexa488-fibronectin deposition fluorescence, overnight; inhibition, % at 12.6 µM; hit rate 0.086% among 350,000; AID 743247;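 active = mean inhibition across replicates of 30% or more, regardless of how many single replicates reach that level; inconclusive = mean under 30% yet at least half of replicates reach 30%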;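 note: positive control wells lacked labelled fibronectin entirely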
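Assay system: AH1F fibroblasts / Quantity: 10000 cells per well / Medium: DMEM plus 2% serum, read in PBS / Reagent: labelled fibronectin 24 nM / Dosing: single dose, pinned / Times: 1 h cell attachment, overnight exposure to compound and label / Signal: fluorescence, ex 485 nm, em 525 nm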
miR-122 sensor: inhibitors of miR-122 in Huh7 cells; Huh7 miR-122 Renilla luciferase sensor, 48 h; neutral wells = 0, positive control = 100; activation (reporter increase), % at 12.5 µM; hit rate 0.3% among 340,000;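 active = mean replicate activation score at least 90 and every replicate individually at or above 90; inconclusive = only one of the two criteria met; inactive = neither criterion met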;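 note: higher luciferase means less miR-122 activity so hits act as miR-122 inhibitors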
Casp6 inh: caspase-6 (human) enzyme inhibition. AID 686996. P55212. purified caspase-6, Z-VEID-R110 cleavage fluorescence. inhibition, % at 12.5 µM. hit rate 0.53% among 350,000;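 active = mean inhibition across replicates at least about 35%, with every replicate also reaching that limit, limit read from the data; inconclusive = only one of the two criteria met; inactive = neither criterion met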;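 note: 0% = median of neutral control wells and 100% = no fluorescence left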
Target sequence (P55212 24-179 limits assumed): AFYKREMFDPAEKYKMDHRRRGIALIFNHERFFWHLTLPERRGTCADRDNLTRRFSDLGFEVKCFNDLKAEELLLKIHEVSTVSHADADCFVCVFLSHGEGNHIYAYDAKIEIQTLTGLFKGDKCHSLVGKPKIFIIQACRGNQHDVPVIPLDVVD
Target sequence (P55212 194-293 limits assumed): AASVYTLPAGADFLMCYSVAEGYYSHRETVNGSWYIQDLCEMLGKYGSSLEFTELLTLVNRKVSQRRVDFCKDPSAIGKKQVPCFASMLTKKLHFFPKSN
LGR2 antag: inhibitors of bursicon-induced Drosophila LGR2 receptor cAMP signaling. HEK293 LGR2, CRE-luciferase, bursicon-stimulated, 4 h. inhibition, % at 9.99 µM. hit rate 0.35% among 380,000;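 active = drop in luminescence signal, shown as inhibition above about 50% in the replicate tests, limit read from the data, passing the limit was not always enough; inconclusive = probably only some replicates passing the limit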;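 note: agonist challenge used bursicon conditioned medium at about half maximal strength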
EWS-Fli block: EWS/Fli transcriptional activity inhibition; A673 NR0B1-luciferase reporter, viability-normalised; inhibition, % at 12.6 µM; hit rate 0.67% among 350,000; AID 651661;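 active = mean inhibition of at least 50% after viability correction, with every replicate also passing that limit; inconclusive = mean reaches 50% but only one of two replicates passes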;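 note: firefly luciferase signal divided by Alamar Blue viability fluorescence both relative to DMSO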
Cneo AK release: causes C. neoformans cell lysis. adenylate kinase release luminescence, 4 h; normalised: neutral wells 0, clomiphene wells 100. lysis activity, % at 15 µM. hit rate 0.2% among 360,000;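 active = mean lysis activity across replicates of at least 80%, whatever share of replicates individually reach that level; inactive = mean lysis activity below 80%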
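Schedule: static 4 h at 37 °C with compound, 1 h detection; system: C. neoformans cells; benchmarks: Clomiphene as positive control; buffer or medium: fresh YPD medium; measure: luminescence rise reflecting yeast cell lysis; measured by: luminescent adenylate kinase detection reagent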
PAX8 inh HTS: lowers PAX8-driven luciferase in RMG-I cells. AID 652154. inhibition, % at 12.6 µM. RMG-I TPO-luciferase reporter, SteadyGlo, 24 h. hit rate 1.2% among 360,000;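 active = mean replicate inhibition at least 60% with every replicate also reaching 60%; inconclusive = only one of the two criteria is met; inactive = mean below 60% and not all replicates reaching 60%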;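 note: luciferase light reporting Pax8 driven TPO promoter activity; plate controls were median of neutral control wells for no effect and mitoxantrone controls for full effect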
Numbers without * were called inactive; u = inconclusive; x = not tested or not shown; [ ] = another dose, or the depositor's remark.

SMILES	PGC1a acetyl inh	FN deposit inh	miR-122 sensor	Casp6 inh	LGR2 antag	EWS-Fli block	Cneo AK release	PAX8 inh HTS
COc1cc(OC)cc(-c2c(-c3ccc(F)cc3)c3cc(-c4ccc5cc[nH]c5c4)ccc3n2C)c1	x	-2	14	x	23	-5	1	14
O=C(Cn1cnc([N+](=O)[O-])n1)N/N=C/c1cc(Cl)ccc1O	x	10	x	-7	8	6	x	45
CCN(C[C@H]1N[C@H](CO)[C@@H]1c1ccc(-c2ccccc2)cc1)C(=O)COC	-2	0	0[16.7 µM]	-2	-6	1	2	-1
Cc1cc(-c2ccccc2)n2ncnc2n1	3	6	x	2	1	-12	-1	5
Cc1ccccc1NC(=O)CSc1nnc(Cc2ccccc2)c(=O)n1N	-4	1	-11	-1	-10	-3	1	x
COC(=O)c1sc(N)nc1C(C)(C)C	1	x	0	x	2	x	7	x
Cc1cccc(NC(=O)CCCCCN2C(=O)[C@@H]3Cc4ccccc4CN3C2=O)c1	-8	-5	1	2	-14	-2	x	1
CO[C@H]1CN(C)C(=O)c2cc(NC(=O)C3CC3)ccc2OC[C@@H](C)N(CC2CC2)C[C@@H]1C	-40	x	x	4	17	-2	-16	1
Cc1ccc(C)c(NC(=S)N(C)CCO)c1	x	x	x	0	20	12	x	2
CCOCCCNC(=S)N1CCCN(c2nc3cc(C)ccc3cc2C#N)CC1	1	x	x	-2	-1	-4	x	-9
C[C@@H]1CN([C@@H](C)CO)C(=O)Cc2cc(NC(=O)CCCCCC(=O)Nc3ccccc3N)ccc2O[C@H]1CN(C)C(=O)Nc1ccc(C(F)(F)F)cc1	3	x	-5[16.7 µM]	x	6	9	2	15
O=C(NCc1ccc(Cl)cc1)C1=C[C@H](c2coc3ccccc3c2=O)C[C@H](OCCCCO)O1	x	x	x	2	x	-24	3	11
O=C(c1ccc(F)cc1)N1[C@@H]2CNc3ccccc3[C@@H]2[C@@H]1CO	7	x	5[16.7 µM]	-3	-5	-6	0	8
CCOC(=O)c1c(NC(=O)CN(CC)CC)sc2c1CCC2	11	x	7	5	11	x	-4	x
CC(C)=CCN1CCN(Cc2ccoc2)CC1CCO (configuration not stated)	6	5	2	4	-8	0	2	-5
COc1ccc(/C=N/Nc2nc3ccccc3o2)cc1OC	0	x	x	-1	-41	-107	1	x
CC(CCc1ccccc1)NC(=O)COc1ccc(S(=O)(=O)N2CCOCC2)cc1[N+](=O)[O-] (configuration not stated)	-12	3	-8	-2	x	21	1	28
COCC#Cc1cnc2c(c1)C(=O)N([C@H](C)CO)C[C@@H](C)[C@@H](CN(C)Cc1ccc(F)cc1)O2	-4	-3	-2[16.7 µM]	0	-9	-10	3	x
CC(C)(C)OC(=O)N1CCC[C@@H]1C(=O)N1CCC[C@@H]1C(=O)NCc1ccccc1Cl	x	-2	x	-2	-12	4	x	-10
C[C@@H]1CN([C@H](C)CO)C(=O)c2cccc(NC(=O)c3ccc(-c4nccs4)cc3)c2O[C@H]1CN(C)S(=O)(=O)c1ccccc1	9	x	-3[16.7 µM]	3	-5	6	-17	4
O=C(N[C@@H]1CC[C@@H](CCNS(=O)(=O)c2ccccc2Cl)O[C@H]1CO)c1ccccc1	10	x	x	-1	18	-2	-2	-1
O=C(c1cc2ccccn2n1)N1CCN(Cc2ccccc2)CC1	x	0	-3	-5	-57	-51	4	-65
O=C(CN1C(=O)c2ccccc2C1=O)Nc1cccc2cccnc12	8	-3	-3	-2	5	-5	0	12
CCOC(=O)C1=C(CN2CCc3ccccc32)NC(=O)NC1c1ccc(Cl)cc1 (configuration not stated)	17	4	12	x	-2	x	-3	x
CCOc1ccc(N=C2NC(=O)C(CC(=O)Nc3ccc(OC)cc3)S2)cc1 (configuration not stated)	-31	2	-4	-2	33	7	2	22
CC1(C)Cc2c(C#N)c(SCC(=O)O)nc(N3CCOCC3)c2CO1	-24	-3	-3	1	9	12	0	0
C[C@H](CO)N1C[C@H](C)[C@H](CN(C)C(=O)Nc2ccc(F)cc2)Oc2ccc(NS(=O)(=O)c3ccc(Cl)cc3)cc2C1=O	-11	x	2[16.7 µM]	0	-1	0	-2	-6
CC(=O)Nc1ccc(NC(=O)c2cc(=O)c3ccccc3o2)cc1	u	2	0	1	-1	-7	0	-35
Cc1ccc2c(C)c(C(=O)N3CCN(c4ncccn4)CC3)oc2c1C	-20	4	-4	8	-2	5	0	x
CCN(Cc1ccc(OC)c(F)c1)C(=O)c1cc2ccccc2o1	x	-3	x	3	-25	-6	-3	-5
CC(=O)N(c1cc(C)ccc1C)c1ccccc1[N+](=O)[O-]	3	-8	-6	0	x	-4	0	12
COc1ccc(N2CCN(c3ccc([N+](=O)[O-])nc3)CC2)cc1	x	5	x	0	-16	-3	x	16
COc1ccc(-n2nc(C(=O)NCC(=O)Nc3cccc(NC(C)=O)c3)c3ccccc3c2=O)cc1	2	x	x	3	9	0	x	8
CCn1cc(C(=O)NN)c(=O)c2cc(F)c(N3CCN(C)CC3)cc21	x	2	-5	-51	16	7	0	3
Cc1cc2ncc(-c3ccc(Cl)cc3)cn2n1	2	4	-3	-1	-59	-61	0	-94
C[C@H](O)C#Cc1cnc2c(c1)C(=O)N([C@H](C)CO)C[C@H](C)[C@@H](CN(C)C(=O)c1ccccc1F)O2	-17	x	-3[16.7 µM]	-1	-11	-5	-14	x
O=c1n(-c2ccc(Br)cc2)cnn1-c1ncccc1[N+](=O)[O-]	-10	-13	-3	-2	-50	-67	x	-148
COc1ccccc1-c1c(C(F)(F)F)oc2cc(OC(=O)c3ccc([N+](=O)[O-])cc3)ccc2c1=O	x	1	x	1	0	-5	-4	39
CC(C)C[C@@H]1Cc2[nH]c(=S)[nH]c(=O)c2[C@H](CCc2ccccc2)O1	x	10	x	-1	3	9	x	-8
CN(C)CC(=O)Nc1ccc2c(c1)[C@@H]1C[C@@H](CC(=O)NCc3ccncc3)O[C@H](CO)[C@@H]1O2	-1	-2	-2[16.7 µM]	-3	-20	-1	-1	-4
Cc1cc(C)nc(N2CCC(C(=O)NC3CCCCCC3)CC2)n1	8	7	-4	x	4	x	2	x
NC(=O)Nc1ccccc1C(=O)N1CCC(O)(c2ccc(Cl)cc2)CC1	7	0	-4	x	2	x	3	-3
O=C(/C=C\c1cn(-c2ccccc2)nc1-c1ccc2c(c1)OCCO2)N1CCOCC1	-1	-15	16	x	16	x	-1	14
COc1ccc(NC(=O)c2cc(C3CCCCN3C(=O)c3ccc(NC(C)=O)cc3)on2)c(C)c1 (configuration not stated)	7	1	-14	0	-5	-6	1	11
Cc1ccc(S(=O)(=O)N(CCCc2c(C)nc(N)[nH]c2=O)Cc2ccc([N+](=O)[O-])cc2)cc1	x	4	x	-3	4	-10	x	33
CCCCc1ccc(NC(=O)CN(C)CC(=O)Nc2ccccc2Cl)cc1	6	-19	-11	-1	-20	4	-4	20
CCOc1ccc2cc(S(=O)(=O)N3CCN(C)CC3)ccc2c1	7	16	5	-2	-16	x	-1	29
CCOC(=O)c1ccc(NC(=O)CN2C(=O)CSC(C)C2=O)cc1 (configuration not stated)	5	x	-3	0	-17	4	-3	-11
CCCCNS(=O)(=O)CCNCc1ccc(OC)cc1	-10	-4	-2	-1	3	5	-4	-2
CCCc1nc2scc(-c3ccccc3)c2c(=O)n1N	-5	7	-4	x	-9	x	x	x
COc1ccc(NC(=O)Cn2c(=O)n(CC(=O)NCc3ccco3)c(=O)c3ccccc32)cc1	-3	3	3	x	x	x	0	10
O=C(c1cc(COc2cccc(C(F)(F)F)c2)on1)N1CCC(c2ccccc2)CC1	x	1	x	4	-1	7	31	-2
Cc1nc2c(nnn2Cc2ccccc2Cl)c(=O)[nH]1	8	-3	3	-1	1	-4	-1	21
CCCCCCCNC(=O)C1(CC2CC(c3ccccc3)=NO2)CCN(C(=O)c2ccccc2)CC1 (configuration not stated)	-4	-7	-3	2	19	3	1	18
O=C(CCC(=O)N1CCOCC1)Nc1ccc(Cl)c(Cl)c1	-3	-2	-6	0	-11	-1	0	x
CC(=O)C1=C(C)N(Cc2ccc(F)cc2)C(=S)NC1c1ccccc1 (configuration not stated)	x	-6	x	0	8	-9	x	-12
NC(Cc1ccccc1)c1csc(Nc2ccc(C(=O)NCCO)cc2)n1 (configuration not stated)	-12	-4	-4	-3	0	0	-1	5
COc1cc(OC)cc(C(=O)N[C@H](C(=O)NCc2cccs2)C(C)C)c1	-9	-3	1	-6	1	0	2	25
Cc1onc(-c2c(F)cccc2Cl)c1C(=O)NC1CCSC1=O (configuration not stated)	5	-4	-3	x	x	x	-1	-8
CN(C)c1ccc(/C=N/NC(=O)c2ccc(Cl)cc2)cc1	x	x	-2	-1	-23	-7	0	x
(further entries)
SMILES	PGC1a acetyl inh	FN deposit inh	miR-122 sensor	Casp6 inh	LGR2 antag	EWS-Fli block	Cneo AK release	PAX8 inh HTS
Cc1ccc(C(=O)CCC(=O)OCC(=O)Nc2nnc(-c3ccccc3)o2)cc1	x	3	x	7	-10	-5	x	9
CCN(CC(=O)NCc1cccs1)C(=O)CCC(=O)c1ccc(C)cc1	-3	9	2	-2	3	-2	-1	-9
O[C@@H](Cc1ccccc1)[C@@H](/C=C/c1ccccc1)N(Cc1ccccc1)Cc1ccccc1	x	-4	x	-3	6	4	x	-2
O=C(NCCc1ccccc1)c1ccc(S(=O)(=O)N2CCCC2)cc1	-6	-9	0	-3	-16	-26	2	-11
O=C(C[C@H]1C[C@@H]2c3cc(NC(=O)C4CCC4)ccc3O[C@@H]2[C@H](CO)O1)NCc1ccccn1	-1	x	4[16.7 µM]	3	-1	-18	0	11
CCCCC(=O)N1CC(=O)Nc2ccc(F)cc2C1c1ccccc1 (configuration not stated)	-9	-4	-19	2	8	5	1	21
COc1ccc(NCc2n[nH]c(=O)c3ccccc23)cc1	1	4	2	x	x	x	0	x
CCN(CC)C(=O)c1nc[nH]c1C(=O)N(C)Cc1ccccc1	12	2	-1	x	-5	-7	0	-2
CCc1cccc(NC(=O)CCCSc2nc3ccccc3[nH]2)c1	x	7	-12	x	0	x	x	11
CC1CN(S(=O)(=O)c2ccc(C(=O)Nc3sccc3C(N)=O)cc2)CC(C)O1 (configuration not stated)	x	2	x	-2	-1	-18	x	2
O=C(CCn1c(=O)oc2ccccc21)Nc1ccc(C(=O)O)cc1	x	-4	x	1	-2	-1	-1	-10
COc1ccc(S(=O)(=O)Nc2ccc3c(c2)C(=O)N([C@@H](C)CO)C[C@@H](C)[C@H](CN(C)S(=O)(=O)c2ccc(OC)cc2)OCCCC[C@@H](C)O3)cc1	1	-6	-12[16.7 µM]	x	9	2	-15	-33

Exported as a markdown table: 3 of the compounds above
| Compound | PGC1a acetyl inh | FN deposit inh | miR-122 sensor | Casp6 inh | LGR2 antag | EWS-Fli block | Cneo AK release | PAX8 inh HTS |
| --- | --- | --- | --- | --- | --- | --- | --- | --- |
| CCCCC(=O)N1CC(=O)Nc2ccc(F)cc2C1c1ccccc1 (configuration not stated) | -9 | -4 | -19 | 2 | 8 | 5 | 1 | 21 |
| COc1ccc(NCc2n[nH]c(=O)c3ccccc23)cc1 | 1 | 4 | 2 | x | x | x | 0 | x |
| CCN(CC)C(=O)c1nc[nH]c1C(=O)N(C)Cc1ccccc1 | 12 | 2 | -1 | x | -5 | -7 | 0 | -2 |
